Screening results: PubChem BioAssay, The Scripps Research Institute Molecular Screening Center
PAFAH2 inh: PAFAH2 enzyme inhibitors, primary screen, biochemical, fluorescence polarization, human | Platelet-activating factor acetylhydrolase 2, cytoplasmic (Homo sapiens), Q99487 | recombinant PAFAH2, FP-rhodamine activity probe | inhibition, % at 3.39 µM | 340,000 tested, 0.99% active;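 active = inhibition above the mean over all tested compounds plus 3 SD, cut at about 30% in these data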;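 note: inhibitors block probe labeling of enzyme so polarization drops; 0% = enzyme with DMSO and 100% = wells lacking PAFAH2 protein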
LYPLA1 inh: LYPLA1 inhibitors, primary screen, counter-screen for PME1 inhibitor project, biochemical, fluorescence polarization, FP-Rh probe ABPP | inhibition, % at 5.9 µM | recombinant LYPLA1 | 320,000 tested, 0.16% active | AID 2174, 2009 | Acyl-protein thioesterase 1 (Homo sapiens), O75608;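 active = inhibition above the mean of all tested compounds plus 3 SD, set per campaign, cut at about 14% in these data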;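 note: inhibitors block serine hydrolase probe labeling of LYPLA1 so polarization falls; 0% = enzyme with DMSO and 100% = wells lacking LYPLA1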
PAFAH1B2 FP inh: PAFAH1B2 enzyme inhibitors, primary screen, biochemical, fluorescence polarization, human. recombinant PAFAH1B2, FP-rhodamine activity probe. inhibition, % at 3.39 µM. 340,000 tested, 1.2% active;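 active = inhibition above the mean of all tested compounds plus 3 SD, cut at about 24% in these data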;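 note: 0% = enzyme with DMSO and 100% = wells lacking PAFAH1B2; many of its hits are not listed in these tables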
pPAFAH inh: pPAFAH enzyme inhibitors, primary screen, biochemical, fluorescence polarization, human; Platelet-activating factor acetylhydrolase (Homo sapiens), Q13093; recombinant pPAFAH, FP-rhodamine probe fluorescence polarization; inhibition, % at 3.39 µM; 330,000 tested, 1.5% active;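 active = inhibition above the mean inhibition across the screen plus 3 SD, cut at about 25% in these data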;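 note: inhibitors block binding of the rhodamine activity-based probe so polarization drops; 0% = enzyme with DMSO and 100% = wells lacking pPAFAH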
PREPL inh: PREPL enzyme inhibitors, primary screen, biochemical, fluorescence polarization; recombinant PREPL, fluorescence polarization activity-based probe; inhibition, % at 5.96 µM; 320,000 tested, 0.68% active; Prolyl endopeptidase-like (Homo sapiens), Q4J6C6; in the data active = inhibition above about 43%;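 note: 0% = enzyme with DMSO and 100% = wells lacking enzyme; many of its hits are not listed in these tables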
Target sequence (Q4J6C6 whole entry, looked up): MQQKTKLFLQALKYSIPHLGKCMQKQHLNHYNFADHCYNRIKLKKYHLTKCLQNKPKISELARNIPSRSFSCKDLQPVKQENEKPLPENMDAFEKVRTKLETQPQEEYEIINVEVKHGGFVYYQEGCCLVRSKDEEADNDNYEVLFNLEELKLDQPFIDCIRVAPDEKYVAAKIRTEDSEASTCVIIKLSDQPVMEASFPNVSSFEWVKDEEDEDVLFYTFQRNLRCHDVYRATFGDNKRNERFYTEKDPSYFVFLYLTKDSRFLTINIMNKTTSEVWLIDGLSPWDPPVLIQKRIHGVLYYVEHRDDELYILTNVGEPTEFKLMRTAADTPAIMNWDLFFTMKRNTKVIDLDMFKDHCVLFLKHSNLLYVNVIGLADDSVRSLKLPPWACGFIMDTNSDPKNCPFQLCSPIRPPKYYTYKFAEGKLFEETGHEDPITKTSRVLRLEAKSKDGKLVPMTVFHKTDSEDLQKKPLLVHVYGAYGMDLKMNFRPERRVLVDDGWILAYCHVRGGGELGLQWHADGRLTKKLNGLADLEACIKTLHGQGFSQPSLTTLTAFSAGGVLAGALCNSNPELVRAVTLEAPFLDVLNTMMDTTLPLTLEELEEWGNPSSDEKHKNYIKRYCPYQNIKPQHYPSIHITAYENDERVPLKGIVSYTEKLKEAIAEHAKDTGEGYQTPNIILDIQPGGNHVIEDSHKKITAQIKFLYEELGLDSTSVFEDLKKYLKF
PAFAH1B3 inh: PAFAH1B3 enzyme inhibitors, primary screen, biochemical, fluorescence polarization, human; Platelet-activating factor acetylhydrolase IB subunit alpha1 (Homo sapiens), Q15102; recombinant PAFAH1B3, FP-rhodamine probe; inhibition, % at 3.39 µM; 340,000 tested, 0.28% active; AID 492972, 2010;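 active = inhibition above the screen-wide average of all tested compounds plus 3 SD, cut at about 25% in these data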;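 note: 0% = enzyme with DMSO only and 100% = wells lacking PAFAH1B3 protein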
LYPLA2 counter: LYPLA2 inhibitors, primary screen, counter-screen for PME1 inhibitor project, biochemical, fluorescence polarization, FP-Rh probe ABPP. 320,000 tested, 0.38% active. Acyl-protein thioesterase 2 (Homo sapiens), O95372. recombinant LYPLA2. inhibition, % at 5.9 µM;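 active = inhibition above the screen-wide mean plus 3 SD, limit set per campaign, cut at about 26% in these data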;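 note: 0% = LYPLA2 with DMSO and 100% = wells lacking LYPLA2 enzyme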
GSTO1 inh: inhibitors of recombinant GSTO1, primary screen, counter-screen for RBBP9 inhibitor project, biochemical, fluorescence polarization | 300,000 tested, 1.1% active | inhibition, % at 5.96 µM | activity-based probe fluorescence polarization | Glutathione S-transferase omega-1 (Homo sapiens), P78417;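 active = inhibition above the campaign mean inhibition plus 3 SD, cut at about 35% in these data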;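 note: 0% = GSTO1-1 with DMSO and 100% = wells lacking GSTO1-1 enzyme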
Target sequence (P78417 whole entry, looked up): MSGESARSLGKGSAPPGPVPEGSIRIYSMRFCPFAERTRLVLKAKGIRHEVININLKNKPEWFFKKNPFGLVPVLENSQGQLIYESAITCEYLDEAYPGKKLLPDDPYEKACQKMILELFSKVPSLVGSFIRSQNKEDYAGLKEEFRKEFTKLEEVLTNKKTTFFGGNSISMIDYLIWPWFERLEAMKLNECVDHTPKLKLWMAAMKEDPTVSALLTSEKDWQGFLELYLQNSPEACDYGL
PAD4 inh: human PAD4 inhibitors, primary screen, biochemical, fluorescence polarization, 1536-well format | Protein-arginine deiminase type-4 (Homo sapiens), Q9UM07 | recombinant PAD4, RCA probe fluorescence polarization | inhibition, % at 6.36 µM | 330,000 tested, 0.41% active | AID 485272, 2010;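 active = percent inhibition above a cutoff equal to the mean of all tested compounds plus 3 SD, cut at about 15% in these data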;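 note: 0% = PAD4 with RCA probe and DMSO and 100% = probe without PAD4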
* = called active by the depositor; · = no result given. This is a subset (hit frequency here may not be typical).

1: Cc1c([N+](=O)[O-])c(N)nn1C
2: Brc1ccc(Nc2c3c(nc4ncnn24)CCC3)cc1
3: CC(=O)c1ccc(NC(=O)CSc2nc(C3CC3)nc3ccccc23)cc1
4: CC(C)N1CCc2c(sc(NC(=O)c3ccc(C(=O)c4ccccc4)cc3)c2C(N)=O)C1
5: CCOC(=O)c1nc(NCc2ccccc2F)c2ccccc2n1
6: C(=N\Nc1nc2ccccc2[nH]1)/c1ccccc1
assay / compound,1,2,3,4,5,6
PAFAH2 inh,2,-1,-2,4,-6,-2
LYPLA1 inh,0,-1,-1,-5,-3,3
PAFAH1B2 FP inh,5,-1,-2,9,0,5
pPAFAH inh,0,6,1,6,-2,4
PREPL inh,19,25,2,28,-2,30
PAFAH1B3 inh,8,9,-1,8,6,0
LYPLA2 counter,5,-2,8,26*,-2,5
GSTO1 inh,-4,1,-6,-107,-5,3
PAD4 inh,0,-4,0,-2,-6,-4

Retrieved one by one from the entries so far:
6: C(=N\Nc1nc2ccccc2[nH]1)/c1ccccc1
1: Cc1c([N+](=O)[O-])c(N)nn1C
4: CC(C)N1CCc2c(sc(NC(=O)c3ccc(C(=O)c4ccccc4)cc3)c2C(N)=O)C1
5: CCOC(=O)c1nc(NCc2ccccc2F)c2ccccc2n1
2: Brc1ccc(Nc2c3c(nc4ncnn24)CCC3)cc1
assay / compound,6,1,4,5,2
PAFAH2 inh,-2,2,4,-6,-1
LYPLA1 inh,3,0,-5,-3,-1
PAFAH1B2 FP inh,5,5,9,0,-1
pPAFAH inh,4,0,6,-2,6
PREPL inh,30,19,28,-2,25
PAFAH1B3 inh,0,8,8,6,9
LYPLA2 counter,5,5,26*,-2,-2
GSTO1 inh,3,-4,-107,-5,1
PAD4 inh,-4,0,-2,-6,-4

Next section:
7: O=C(NCCCN1CCOCC1)c1ccc(Sc2ccc(Br)cc2)c([N+](=O)[O-])c1
8: Cc1ccc(-n2cc(CN3CCN(Cc4nccn4C)CC3)c(-c3ccc(F)cc3)n2)cc1
9: C=C(C)c1cccc(C(C)(C)NC(=O)Nc2ccc(C)cn2)c1
10: N#CCc1c(C#N)c(N)nc(N2CCCC2)c1C#N
11: CCN(CC)S(=O)(=O)c1ccc(C(=O)OCCNC(=O)c2cccnc2)cc1
12: Cc1ccccc1CSCc1ccc(C(=O)NCCCN2CCOCC2)o1
assay / compound,7,8,9,10,11,12
PAFAH2 inh,0,6,-5,0,-12,-1
LYPLA1 inh,0,-1,0,0,1,0
PAFAH1B2 FP inh,4,2,-1,7,-1,7
pPAFAH inh,10,2,9,-3,-2,4
PREPL inh,15,2,-8,8,-10,-1
PAFAH1B3 inh,1,4,4,6,6,7
LYPLA2 counter,6,6,1,-2,-2,8
GSTO1 inh,1,7,-3,-3,-3,11
PAD4 inh,-5,0,-3,-1,0,0

13: COc1cccc(C(=O)Nc2nc(-c3ccccc3)c(-c3ccccc3)o2)c1
14: COc1ccc(OC)c(/C=C2\Oc3cc(OCC(=O)N4CC(O)C[C@H]4C(=O)O)ccc3C2=O)c1 (some centres undefined)
15: CC(NC(=O)CSc1ncccn1)c1ccc(Cl)cc1Cl (centres undefined)
16: CCC(C)c1c(O)nc(SCC(=O)N2CCCCC2)[nH]c1=O (centres undefined)
17: O=C(CSc1nnc(-c2cccnc2)o1)Nc1nccs1
18: CCCn1c(=O)c(C(=O)NNC(=O)c2ccc(Cl)cc2Cl)c(O)c2ccccc21
assay / compound,13,14,15,16,17,18
PAFAH2 inh,7,-16,2,-1,2,0
LYPLA1 inh,-7,2,2,1,-4,2
PAFAH1B2 FP inh,10,0,15,5,1,4
pPAFAH inh,4,5,2,2,-5,4
PREPL inh,7,0,2,-5,14,3
PAFAH1B3 inh,10,5,8,-1,8,5
LYPLA2 counter,-11,-2,8,-7,4,0
GSTO1 inh,-7,-19,6,3,1,-2
PAD4 inh,1,-4,-3,-5,-3,-7

19: COc1cccc(-c2nc(CS(=O)CC(=O)NC3CCCCC3)c(C)o2)c1 (centres undefined)
20: Cc1ccc(-c2noc(CCC(=O)NCC3CCN(Cc4cccc(C)c4)CC3)n2)cc1
21: Nc1nnc2c(n1)CCCC2
22: Cc1ccc(/C=C/c2nnc(-c3cccs3)o2)cc1
23: COc1ccc2c(c1OC)C(=O)OC2Nc1ccccc1S(=O)(=O)C(F)F (centres undefined)
24: CCOC(=O)C1CCCN(S(=O)(=O)CCNC(=O)c2ccc3c(c2)OCO3)C1 (centres undefined)
assay / compound,19,20,21,22,23,24
PAFAH2 inh,6,9,2,1,7,4
LYPLA1 inh,1,-3,1,0,-1,0
PAFAH1B2 FP inh,2,0,11,1,-2,9
pPAFAH inh,-5,5,7,4,2,5
PREPL inh,4,-4,9,2,-1,5
PAFAH1B3 inh,3,-1,16,-6,1,2
LYPLA2 counter,-4,-7,6,0,-3,-3
GSTO1 inh,-3,2,67*,2,-1,-1
PAD4 inh,-6,-1,9,1,1,2

25: C=C1CCN([C@@H](CC(C)C)C(=O)NN2CCOCC2)S(=O)(=O)c2ccccc21
26: Cc1c(Cl)cccc1NC(=O)c1cccnc1
27: COc1ccc(-c2nnn(CC(=O)N(CCO)C(C(=O)NC3CCCC3)c3ccc(F)cc3)n2)cc1 (centres undefined)
28: O=C(CCc1nc(-c2ccccc2)no1)Nc1cccnc1
29: CN(C(=O)Nc1ccc(Cl)c(Cl)c1)c1ccccc1C(=O)O
30: CC(=O)NC(c1ccc(C)cc1)c1cc([N+](=O)[O-])c2cccnc2c1O (centres undefined)
assay / compound,25,26,27,28,29,30
PAFAH2 inh,10,1,0,0,-9,9
LYPLA1 inh,-3,1,0,-1,-5,-2
PAFAH1B2 FP inh,2,7,5,5,-4,5
pPAFAH inh,-8,3,3,-3,-1,28*
PREPL inh,-3,-9,6,-6,0,1
PAFAH1B3 inh,8,-6,5,7,-4,4
LYPLA2 counter,-2,-5,-7,2,-15,2
GSTO1 inh,-6,6,7,2,3,-13
PAD4 inh,-10,-3,-4,3,3,-8

31: CCN(CC)CCN1C(=O)C(O)=C(C(=O)c2ccco2)C1c1ccccn1 (centres undefined)
32: CSc1nc(N2CCOCC2)c2c3c(sc2n1)CCC3
33: O=C(Nc1nnc2n1CCS2)c1ccc(Br)o1
34: O=[N+]([O-])c1ccc(O)c(C=Nc2ccc3c(c2)OCCO3)c1
35: O=C(O)C1CCN(c2ccccc2[N+](=O)[O-])CC1
36: COC(=O)CNC(=O)c1ccccc1F
assay / compound,31,32,33,34,35,36
PAFAH2 inh,-3,-7,-2,-6,-1,-2
LYPLA1 inh,2,1,-6,1,1,0
PAFAH1B2 FP inh,11,3,3,3,4,4
pPAFAH inh,2,2,3,-2,2,2
PREPL inh,15,10,3,9,13,11
PAFAH1B3 inh,0,2,6,-7,5,11
LYPLA2 counter,7,6,-1,1,-2,-4
GSTO1 inh,2,7,0,0,5,-3
PAD4 inh,-2,0,-3,-6,2,-3

37: CNC(=O)NNC(=O)c1nc(-c2ccccc2)c(C)o1
38: Cc1cc(O)c(C(C)C)cc1N=Nc1ccccc1C(=O)O
39: O=C(NCC1CCCO1)/C(=C\c1ccc(Cl)cc1)NC(=O)c1ccccc1 (centres undefined)
40: O=C(CSc1nc2ccccc2[nH]1)c1cccs1
41: N/C(=N\N=C\c1cccs1)SC1CC(=O)N(c2cccc([N+](=O)[O-])c2)C1=O (centres undefined)
42: Cc1cccc(NC(=S)NCc2ccncc2)c1C
assay / compound,37,38,39,40,41,42
PAFAH2 inh,·,14,-2,8,-15,-4
LYPLA1 inh,-3,0,8,1,5,2
PAFAH1B2 FP inh,·,2,4,-1,-11,-2
pPAFAH inh,-1,9,2,-3,3,1
PREPL inh,5,-19,4,7,5,0
PAFAH1B3 inh,·,-7,4,-3,-20,0
LYPLA2 counter,0,-9,15,-2,3,5
GSTO1 inh,11,-5,5,2,-8,2
PAD4 inh,-3,-9,0,-3,-3,0

43: COC(=O)c1ccc(C(=O)OC)c(NC(=O)CCS(=O)(=O)Cc2ccccc2)c1
44: CCOC(=O)c1ccccc1NS(=O)(=O)c1cnn(CC)c1C
45: COc1ccc(Nc2cc(C(=O)NCc3ccccn3)c3ccccc3n2)c(OC)c1
46: CCOC(=O)CNC(=O)c1sc2nc(C)cc(C)c2c1N
47: O=C(c1ccc(-n2cnnn2)cc1)N1CCCCC1
48: O=C(O)c1cccnc1SCc1cccc(Cl)c1
assay / compound,43,44,45,46,47,48
PAFAH2 inh,-2,3,·,-6,1,1
LYPLA1 inh,4,-2,-5,-1,-1,-5
PAFAH1B2 FP inh,3,5,·,1,5,5
pPAFAH inh,4,-2,-1,1,-10,12
PREPL inh,4,1,4,-4,13,3
PAFAH1B3 inh,8,3,·,1,4,6
LYPLA2 counter,-1,0,-1,4,2,-1
GSTO1 inh,4,-4,3,3,0,10
PAD4 inh,-5,0,-1,2,1,-4

49: Nc1nonc1-n1nnc(C(=O)N/N=C/c2cccnc2)c1-c1cccs1
50: CN1CCN(C(c2cccc(C(F)(F)F)c2)c2nnnn2Cc2ccccc2)CC1 (centres undefined)
51: COc1cc2c(cc1NC(=S)Nc1ccccc1C)oc1ccccc12
52: Cc1sc2ncnc(SCC(=O)c3ccc(O)cc3O)c2c1C
53: COC(=O)[C@@H]1CCCN1Cc1c(C(=O)N2CCCCC2)nc2c(C)cccn12
54: OCCNCCCCOc1cccc(Br)c1
assay / compound,49,50,51,52,53,54
PAFAH2 inh,1,-16,1,0,2,3
LYPLA1 inh,2,-3,-3,-2,-3,-2
PAFAH1B2 FP inh,3,9,4,-2,5,2
pPAFAH inh,1,-6,5,0,-3,0
PREPL inh,11,4,28,0,2,-25
PAFAH1B3 inh,10,8,1,-4,10,8
LYPLA2 counter,-2,4,-5,-3,-5,-1
GSTO1 inh,0,2,-5,-5,1,0
PAD4 inh,-2,-7,-6,-4,-8,-2

55: COc1ccc(CNC(=O)c2cc(C(C)=O)c[nH]2)cc1
56: O=C(Nc1ccc(NC(=O)c2ccco2)c(Cl)c1)c1cccc([N+](=O)[O-])c1
57: CN=C1N(C)C[C@@H]2[C@@H]3C(=O)N(Cc4ccccc4)C(=O)[C@@H]3[C@](Cc3ccccc3)(C(=O)OC)N12
58: CS(=O)(=O)N(CC(=O)N/N=C/c1ccco1)c1ccccc1Br
59: COc1ccc(CCNc2ccncn2)cc1OC
60: CC(=O)Nc1ccc(N2CCN(C(=O)c3cccs3)CC2)cc1
61: O=[N+]([O-])c1ccc(OCC2CC(c3ccccc3)=NO2)cc1 (centres undefined)
assay / compound,55,56,57,58,59,60,61
PAFAH2 inh,7,10,1,4,-5,-11,-6
LYPLA1 inh,-2,-1,·,0,1,2,1
PAFAH1B2 FP inh,5,3,4,2,6,1,8
pPAFAH inh,-3,6,1,3,-4,3,3
PREPL inh,10,-8,·,-2,12,8,6
PAFAH1B3 inh,-2,4,10,10,4,4,7
LYPLA2 counter,-2,3,·,0,2,4,6
GSTO1 inh,11,-12,·,0,1,-2,3
PAD4 inh,1,-1,-8,-1,0,-5,-4
